Screening results (PubChem)
Tb PYK inh: qHTS of Trypanosoma Brucei Inhibitors; pyruvate kinase (Trypanosoma brucei), Q57TT1; TbPYK enzyme, Kinase-Glo Plus ATP luminescence, 45 min; Potency, µM (top dose mostly 76.8 µM), without a hit: at the top dose activity, negative = inhibition, usual class: inhibitors; 0.12% of 410,000 active; active means well fitted inhibition curve with a large enough effect; further: nearly all actives have a fitted effect of over 50% in size
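Luminescent Kinase-Glo Plus end-point after 45 min room-temperature reaction of T. brucei pyruvate kinase started with 130 uM ADP (final). Buffer TEA 50 mM pH 7.2 with KCl, MgCl2, BSA, Tween-20; titration-based qHTS with fitted concentration-effect curves.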
Numbers without * were called inactive; [ ] = another dose, or the depositor's remark. On the % scale 0 is the no-effect control and ±100 the full control effect; potency means the concentration at half of the fitted maximal effect.

SMILES | Tb PYK inh
CCOC(=O)Cn1c(=O)oc2cc(S(=O)(=O)N3CCN(c4cccc(C)c4)C(C)C3)ccc21 (stereo not given) | -1%
CN(C)c1cc(NC(=O)CNC(C)(C)C)c(O)c2c1C[C@@H]1C[C@H]3[C@H](N(C)C)C(=O)C(C(N)=O)=C(O)[C@@]3(O)C(=O)C1=C2O | -4%
Cc1cc(C)c2oc(C(=O)Nc3c(C(=O)c4ccccc4)oc4ccccc34)cc(=O)c2c1 | 4%
Cc1cc(-c2ccc(C)c(S(=O)(=O)NC3CCCCC3)c2)on1 | 5%[15.4 µM]
Cc1sc2c(c1C)c(=O)n(-c1ccc(Cl)cc1)c(=O)n2Cc1c(F)cccc1Cl | 0%
Cc1cccc(-c2nc3c4ccccc4nc(NCc4ccccc4Cl)n3n2)c1 | 10%
NC(=O)C1CCN(c2csc3ccc(F)cc3c2=O)CC1 | -13%
O=C(CSc1nc(-c2ccc(F)cc2)cc(C(F)(F)F)n1)NCc1ccccc1 | -3%
Cc1cc2nn(-c3ccc(Cl)cc3)nc2cc1NC(=O)C(C)C | 3%
CCOC(=O)c1ccccc1NC(=O)NCc1cccn1Cc1ccc(F)cc1 | 2%
O=c1c(=O)n(-c2ccc(F)c(F)c2)ccn1Cc1ccc(F)cc1Cl | 3%
N#Cc1c(C(F)(F)F)cc(-c2cccs2)nc1SCc1ccccc1F | -7%

Taken from above:
Value of Cc1sc2c(c1C)c(=O)n(-c1ccc(Cl)cc1)c(=O)n2Cc1c(F)cccc1Cl in Tb PYK inh: 0%
Value of Cc1cc2nn(-c3ccc(Cl)cc3)nc2cc1NC(=O)C(C)C in Tb PYK inh: 3%
Value of Cc1cc(-c2ccc(C)c(S(=O)(=O)NC3CCCCC3)c2)on1 in Tb PYK inh: 5%[15.4 µM]

The results go on:
SMILES | Tb PYK inh
Cc1ccc2oc(-c3ccc(Cl)c(NC(=O)c4ccc(-c5ccccc5[N+](=O)[O-])o4)c3)nc2c1 | 3%
Cc1cc(N2CCN(c3cccc(C(F)(F)F)c3)CC2)n2nc(-c3ccccc3C)nc2n1 | -2%
CCc1ccc(NC(=O)CCn2cnc3ccccc3c2=O)cc1 | 1%
COc1ccccc1CCNC(=O)Cc1c(C)c2ccc(O)cc2oc1=O | 1%
Cc1cc(Cl)ccc1OCC(=O)N1CCC(c2nc3ccccc3s2)CC1 | 8%
COc1ccc(NC(=O)CSc2nc3c(oc4ccccc43)c(=O)n2-c2ccccc2)cc1OC | -7%
O=C(NCCCO)C(=O)NCC(c1ccc2c(c1)OCO2)N1CCOCC1 (stereo not given) | 2%
CCOC(=O)c1c(-c2ccc(C)cc2)csc1NC(=O)c1cc(-c2ccc(C)c(F)c2)on1 | -5%
COc1ccc(C2CC(=O)c3c(C)nc(N4CCN(C=O)CC4)nc3C2)c(OC)c1 (stereo not given) | 4%
Cc1nc2c(C(=O)NCCc3ccccc3)c[nH]n2c(=O)c1Cc1ccc(F)cc1Cl | 1%
O=C(Nc1ccc(F)cc1)c1ccc2c(c1)NC(=O)c1ccccc1S2 | -8%
CCOc1ccc(C(=O)NCC(c2ccc3c(c2)OCO3)N2CCN(c3ccc(F)cc3)CC2)cc1 (stereo not given) | -1%
Cc1cccc(C(=O)Nc2cccc(OCc3cc(=O)n4cc(C)sc4n3)c2)c1 | -2%
CCc1ccc(C(=O)c2cn(CC(=O)Nc3ccc(OC)cc3OC)c3ccc(CC)cc3c2=O)cc1 | -1%
Cc1ccc(S(=O)(=O)Nc2cc3c(cc2NCc2ccccc2)n(C)c(=O)n3C)c(C)c1 | -2%
CCCCN(C)CCNC(=O)c1c2c(nc3ccccc13)C(=O)N(C1CCCCC1)C2 | 0%
CCCCOC(=O)CSc1ncnc2sc3c(c12)CCC(C)C3 (stereo not given) | 1%
CC(CNC(=O)c1ccc(CSc2nc3ccncc3n2Cc2cccc(F)c2)cc1)c1ccccc1 (stereo not given) | 3%
COC(=O)CSc1ncc2c(n1)-c1ccccc1N(Cc1ccccc1C)S2(=O)=O | -6%
Cc1ccc(CNC(=O)c2ccc(-c3nc(CN4CCc5ccccc54)c(C)o3)cc2)cc1 | 2%
Cc1ccc(NC(=O)Cn2cc(C(=O)c3ccco3)c3ccccc32)c(C)c1 | -8%
CCOC(=O)Cn1nc(C)c(NC(=O)COc2ccc(Cl)cc2C)c1C | 3%
O=c1cc2nc(-c3ccccc3)nc(SCCOc3ccc(Cl)cc3)n2[nH]1 | 10%
CN(Cc1ccccc1)S(=O)(=O)c1cc(Br)cc2c1N(C(=O)C1CC1)CC2 | 1%
O=C(c1ccc(CS(=O)(=O)c2c(Cl)cccc2Cl)o1)N1CCN(c2ccccc2)CC1 | 1%
COc1cc(OC)c(N(C)C(=O)c2cc3c(=O)oc4ccccc4c3s2)cc1Cl | -2%
COc1ccc(-n2c(=O)c3c(c4cc(OC)ccc4n3C)n(Cc3cccc(OC)c3)c2=O)cc1 | 4%
CCOC(=O)c1[nH]c(C)c(CCC(=O)NCc2ccc(OC)cc2)c1C | 0%
COc1ccccc1-c1nc(-c2ccc(C(=O)O)cc2)no1 | -13%
Cc1cc(=O)c2cc(C(=O)Nc3ccc(F)cc3)ccc2[nH]1 | 1%
O=c1c2sc3ccccc3c2n(Cc2cccc(Cl)c2)c(=O)n1Cc1ccc(F)cc1 | 2%
COc1ccc(N2CCN(Cc3nnc(-c4cccc(Br)c4)o3)CC2)cc1 | 2%
c1ccc(C(c2ccccc2)N2CC3(CCNCC3)C2)cc1 | -2%
COc1ccccc1C(=O)Nc1cccc(C(=O)OCc2cc(=O)n3nc(C)sc3n2)c1 | -2%
CCCCCCOc1ccc(C2C(=O)N(C3CCCCC3)CC(=O)N2CCC)cc1 (stereo not given) | -2%
Cc1cc(C)cc(-n2ccnc2SCC(=O)Nc2ccc3c(c2)OCO3)c1 | 4%

Rewritten with each value named: part of the list above.
> CCCCCCOc1ccc(C2C(=O)N(C3CCCCC3)CC(=O)N2CCC)cc1 (stereo not given)
  Tb PYK inh = -2%
> COc1ccccc1C(=O)Nc1cccc(C(=O)OCc2cc(=O)n3nc(C)sc3n2)c1
  Tb PYK inh = -2%

Next section
SMILES | Tb PYK inh
CCc1ccccc1NC(=O)Cn1c(=O)n(C(C)C)c(=O)c2oc3ccccc3c21 | 1%
Cc1ccc(OCC(=O)Nc2ccccc2C(=O)OCc2cc(=O)n3ccsc3n2)cc1C | 2%
COc1ccc2nc3oc(C(=O)N(C)c4ccc(Cl)cc4)cc3cc2c1 | -28%
O=C(CSc1nc2cc(C(=O)NC3CCCC3)ccc2c(=O)n1CC1CCCO1)c1ccc(F)cc1 (stereo not given) | -7%
Cc1cccc(NC(=O)c2c(C)cc(C)nc2SCC(=O)Nc2c(C)cc(C)cc2C)c1 | 0%
COc1ccc(CCNc2nc(SCc3ccc(F)cc3)nc3ccccc23)cc1OC | 0%
COc1ccc(NC(=O)Cn2c(=O)n(CC3CCCO3)c(=O)c3ccccc32)cc1 (stereo not given) | 2%
O=C(Nc1ccc(Br)cc1)c1ccc(Cl)c(S(=O)(=O)N2CCCCCC2)c1 | -5%
COc1ccc(Cn2ccnc2SCC(=O)Nc2nc3ccccc3s2)cc1 | -12%
Cc1nc(-c2ccc(S(=O)(=O)NCc3ccc(N(C)C)cc3)cc2)co1 | -2%
O=C(c1ccc2c(c1)CCCC2)N1CCN(c2nc3ccc(F)cc3s2)CC1 | 2%
Cc1ccc(NC(=O)c2ccc3c(c2)NC(=O)c2ccccc2S3)c(Cl)c1 | -1%

Of the compounds above, three have bromine:
SMILES | Tb PYK inh
CN(Cc1ccccc1)S(=O)(=O)c1cc(Br)cc2c1N(C(=O)C1CC1)CC2 | 1%
COc1ccc(N2CCN(Cc3nnc(-c4cccc(Br)c4)o3)CC2)cc1 | 2%
O=C(Nc1ccc(Br)cc1)c1ccc(Cl)c(S(=O)(=O)N2CCCCCC2)c1 | -5%

Further structures follow:
SMILES | Tb PYK inh
CCCCn1c(=O)c2oc3ccccc3c2n(Cc2ccccc2C)c1=O | 3%
Cc1ccc(C)c(N2CCN(C(=O)c3cc4c(=O)oc5ccccc5c4s3)CC2)c1 | 3%
Cc1cccc(N2CCN(Cc3nnc(-c4cccc(Br)c4)o3)CC2)c1C | -1%
O=C(CCc1nc2cccnc2n1Cc1ccccc1)NCc1cccc(Cl)c1 | 1%
COc1ccc(OC)c(CNS(=O)(=O)c2ccc3[nH]c4c(c3c2)CCCCC4)c1 | -7%
COc1cccc(OCCCCn2c(-c3ccc(Cl)cc3)nc3ccccc3c2=O)c1 | -2%
O=c1c2ccccc2nc(/C=C/c2cccc3ccccc23)n1-c1ccc(F)cc1F | 1%
Cc1ccc(Nc2cc(C)c(C#N)c3nc4ccccc4n23)cc1Cl | 2%
COc1ccc(NC(=O)Cn2cnc3ccc(S(=O)(=O)N4CCC(C)CC4)cc3c2=O)cc1OC | -2%
COc1ccc(-n2ncc(C(=O)NCc3ccccc3)c2C2CCN(C(=O)OC(C)(C)C)CC2)cc1 | -3%[15.4 µM]
CC1=C(C(=O)OCC2CCCCC2)C(c2c(F)cccc2Cl)CC(=O)N1 (stereo not given) | 5%
CC(=O)c1cccc(NC(=O)CCS(=O)(=O)c2cc(Br)cc3c2N(C(=O)C2CC2)CC3)c1 | 1%
CCOc1ccccc1NC(=O)Cn1nnc2sc(-c3ccccc3)cc2c1=O | -4%
CCN(Cc1ccccc1)C(=O)c1cc2ccc3cccnc3c2[nH]1 | -10%
CCc1ccc(CN(Cc2ccco2)C(=O)COc2ccc(Cl)c(C)c2)cc1 | -2%
CCC1=Nc2cc(C(=O)NCC(C)c3ccccc3)ccc2Sc2ccc(C)cc21 (stereo not given) | 0%
COc1cccc(N2CCN(c3ncnc4c3c(-c3ccccc3)cn4-c3ccc(F)cc3)CC2)c1 | -4%
O=C(CN1C(=O)C2(SCC(=O)N2c2cccc(F)c2)c2ccccc21)NCCc1ccccc1 (stereo not given) | 4%
Cc1cc(C)cc(NC(=O)NCCc2c(C)nn(C)c2C)c1 | -3%
Cc1c(NC(=O)c2cc(=O)c3cc(Cl)ccc3o2)c(=O)n(-c2ccccc2)n1C | -2%
O=C1CC(c2ccccc2)c2c(n3ncnc3[nH]c2=O)N1 (stereo not given) | 0%
Cc1ccc(CNC(=O)C2CCN(c3nc4ccccc4n(C)c3=O)CC2)cc1 | 1%
COc1ccc(NC(=O)C(=O)NCCc2ccc(OC)c(OC)c2)c(OC)c1 | 2%
Cc1ccccc1CNCCCSc1nnnn1C | 0%
CC(=O)Nc1ccc(S(=O)(=O)NC2(C(F)(F)F)C(=O)Nc3c2c(=O)[nH]c(=O)n3-c2ccc(C)cc2)cc1 (stereo not given) | -5%
Cc1cccc(-n2ncc(C(=O)N3CCN(C4CCCCC4)CC3)c2C2CCN(C(=O)OC(C)(C)C)CC2)c1 | 1%[15.4 µM]
Cc1cccc(C)c1Nc1sc(C(=O)c2ccccc2)c(N)c1C(=O)Nc1ccc(F)cc1 | -5%
COc1cccc(C2C(C(=O)Nc3ccc(C)cc3C)=C(C)Nc3nc4ccccc4n32)c1OC (stereo not given) | 5%
CCOC(=O)c1ccc2c(c1)[C@@H]1C=CC[C@@H]1[C@H](c1cccc(OC)c1OC)N2 | -19%
CCOC(=O)c1cnc2cc(C(F)(F)F)ccc2c1Nc1ccc(F)cc1F | 2%
Cn1cnc(S(=O)(=O)N2CCC(C(=O)NCc3ccc(Cl)cc3)CC2)c1 | 3%
CCCCC(=O)Nc1c(C(=O)N2CCN(c3ccccc3F)CC2)oc2ccccc12 | 3%
COc1ccc(OC)c(NC(=O)Cn2c(=O)n(-c3ccc(Cl)cc3)c(=O)c3c(C)c(C)sc32)c1 | -9%
Cc1ccc(-n2ncc(C(=O)N3CCN(c4cc(Cl)ccc4C)CC3)c2C2CCN(C(=O)OC(C)(C)C)CC2)cc1 | -6%[15.4 µM]
CCc1ccccc1NC(=O)CCS(=O)(=O)c1cccc2nonc12 | -4%
COc1ccc(NC(=O)c2cc3c(=O)n(Cc4cccnc4)ccc3nc2C)c(OC)c1 | -1%

As a working copy, part of the list above:
SMILES | Tb PYK inh
CCOc1ccccc1NC(=O)Cn1nnc2sc(-c3ccccc3)cc2c1=O | -4%
CCN(Cc1ccccc1)C(=O)c1cc2ccc3cccnc3c2[nH]1 | -10%

(next part)
SMILES | Tb PYK inh
Cc1ccc(N(Cc2cccs2)C(=O)COc2ccccc2[N+](=O)[O-])cc1 | 4%
O=C(Nc1cc(Cl)ccc1O)c1cc2nc(-c3ccc4c(c3)OCO4)cc(C(F)(F)F)n2n1 | 2%
Cc1ccc(-c2nc(C(=O)NCc3ccc(Cl)cc3)c3n2CCCCC3)cc1 | -6%
CCc1ccccc1NC(=O)CSc1ncc(S(=O)(=O)c2ccccc2)c(=O)[nH]1 | -4%
Cc1ccc(OCC(=O)Nc2ccc(C(=O)OCc3cc(=O)n4c(C)csc4n3)cc2)cc1 | 3%
N#Cc1c(C(F)(F)F)cc(-c2ccc(F)cc2)nc1SCC(=O)Nc1ccccc1 | 3%
CCOc1ccc(Sc2cc(C(=O)NCc3ccc(C)cc3)c3ccccc3n2)cc1 | -7%
CCCn1c(=N)c(C(=O)NC2CCCC2)cc2c(=O)n3cc(C)ccc3nc21 | -7%
CCCC(=O)Nc1cc(-c2nnc3c4ccccc4c(C)nn23)ccc1C | 1%
Cc1ccc(Cn2c(=O)n(Cc3ccccc3Cl)c(=O)c3cccnc32)cc1 | -3%

Some of the compounds tested (hit frequency here may not be typical).
